Assay outcomes: PubChem BioAssay, Icahn School of Medicine at Mount Sinai
ROC1-CUL1 inh: blocks human RBX1-Cullin-1 di-ubiquitin formation; P62877+Q13616; in vitro K48 di-Ub FRET, acceptor:donor ratio, 45 min; inhibition, % at 10 µM; hit rate 0.6% among 140,000; AID 1347404; in the data active = inhibition above about 25%
Target sequence (P62877 whole entry, looked up): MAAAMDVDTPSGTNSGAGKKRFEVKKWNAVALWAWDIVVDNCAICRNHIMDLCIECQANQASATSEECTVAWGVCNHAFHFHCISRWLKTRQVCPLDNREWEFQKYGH
Target sequence (Q13616 whole entry, looked up): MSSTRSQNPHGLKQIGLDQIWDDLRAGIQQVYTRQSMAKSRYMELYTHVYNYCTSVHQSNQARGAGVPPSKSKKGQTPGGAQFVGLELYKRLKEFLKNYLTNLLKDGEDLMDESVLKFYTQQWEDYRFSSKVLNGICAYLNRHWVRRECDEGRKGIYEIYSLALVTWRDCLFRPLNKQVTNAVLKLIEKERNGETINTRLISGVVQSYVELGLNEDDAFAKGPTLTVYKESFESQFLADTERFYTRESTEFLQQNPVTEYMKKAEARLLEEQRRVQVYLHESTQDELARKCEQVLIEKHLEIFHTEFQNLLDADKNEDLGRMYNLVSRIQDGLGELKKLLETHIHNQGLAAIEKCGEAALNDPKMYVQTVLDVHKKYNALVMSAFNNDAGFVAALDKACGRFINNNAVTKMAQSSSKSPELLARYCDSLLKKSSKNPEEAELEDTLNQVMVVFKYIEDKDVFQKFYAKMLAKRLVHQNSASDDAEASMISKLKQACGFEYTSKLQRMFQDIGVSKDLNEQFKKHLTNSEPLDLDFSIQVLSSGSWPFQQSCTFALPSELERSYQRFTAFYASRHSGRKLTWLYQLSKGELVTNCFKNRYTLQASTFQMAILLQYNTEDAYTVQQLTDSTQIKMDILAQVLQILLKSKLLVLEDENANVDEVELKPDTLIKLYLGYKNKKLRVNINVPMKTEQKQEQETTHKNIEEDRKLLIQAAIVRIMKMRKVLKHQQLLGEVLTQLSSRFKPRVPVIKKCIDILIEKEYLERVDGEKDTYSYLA
* hit, by the source's call; & = joins results of further samples.

SMILES	ROC1-CUL1 inh
O=C1CC=Nc2cc(N3CCCCCC3)c(F)cc21	-1.6
CC1CC(N(C(=O)C2CC2)c2ccccc2)c2ccccc2N1C(=O)C1CC1 (stereo unspecified)	4.9
COC(=O)C1=C(C)N=c2s/c(=C/c3cccs3)c(=O)n2C1c1cc(OC)c(OC)c(OC)c1 (stereo unspecified)	10.8
Cc1ccc(C)c(S(=O)(=O)c2nnn3c2nc(N2CCOCC2)c2sccc23)c1	-8.8
COc1ccc(CCN2C(=O)c3oc4cc(C)cc(C)c4c(=O)c3C2c2ccc(F)cc2)cc1OC (stereo unspecified)	-10.1
CCN(CC)C(=O)C1CCCN(C(=S)Nc2ccc3nc(-c4cccs4)c(-c4cccs4)nc3c2)C1 (stereo unspecified)	5.6
CC(C)OCCCNC(=O)c1c2c(nc3ccccc13)C(=O)N(C1CCCCC1)C2	-9.6
CCOc1cnc(Br)c(N)c1	-0.3
O=C(N/N=C/c1ccc(Cl)cc1Cl)c1ccc(O)cc1O	-3.8
CC(=O)Nc1ccc(NC(=O)C2CCN(S(=O)(=O)N(C)C)CC2)cc1	-1.4
COc1ccc(-c2nc(CN3CCC(C(=O)NCc4ccccc4)CC3)c(C)o2)cc1OC	-5.2
CCc1nn(CC(=O)NCc2ccccc2Cl)c(=O)c2cc3ccccc3n12	4.2
CCN1CCC(NC(=O)COc2ccccc2Cl)CC1	7.1
COc1cc(C)ccc1OCc1nc(C(=O)N2CCC(C)CC2)co1	2.8
COc1ccc(N2C(=O)CC(Sc3nnc(-c4ccccc4)n3C3CCCCC3)C2=O)cc1 (stereo unspecified)	2.8
Cc1oc2c(CN(C)C)c(O)ccc2c(=O)c1Oc1ccccc1F	-1.1
Cc1ccc(C)n1-c1ccc2c(c1)OCO2	3.4
Cc1cc(=O)oc2c1/C(=N/O)CC(C)(C)C2	7.0
NC(=O)N1CCCC(C(=O)N2CCC(CCC(=O)Nc3ccccc3)CC2)C1 (stereo unspecified)	-4.3
CCOC(=O)C1CCN(c2nc3c(S(=O)(=O)c4ccc(Br)cc4)nnn3c3ccsc23)CC1	5.1
COc1ccc(C(=O)N2CCCC2)c(OC2CCN(Cc3ccc(Cl)c(F)c3)CC2)c1	0.7
COc1ccc(S(=O)(=O)N2CCC(C#N)(c3ccccc3)CC2)cc1N	-7.6
Cc1cccc(NC(=O)c2ccc(N(Cc3ccccc3)S(C)(=O)=O)cc2)c1	3.7
O=C(NCc1cccnc1)c1ccc(F)cc1	-5.2
CCc1ccc(C(=O)N2CCN(c3ccccc3)CC2)cc1	6.3
CC(C)(C)c1ccc(-c2nnc(SCC(=O)N3CCN(c4ccccc4)CC3)n2-c2ccccc2)cc1	-2.6
COCCNC(=O)c1ccc(OC2CCN(CCO)CC2)c(Cl)c1	-2.8
CN(C)c1cnn(CC(=O)NCC2(c3ccccc3)CCOCC2)c(=O)c1	3.1
C=CCc1cccc(/C=N/NC(=O)CSc2nc3ccccc3n2C)c1O	-1.9
COc1ccccc1CN1C(=O)O[C@@H]2CN(c3nc4ccccc4s3)C[C@@H]21	-0.1
COc1ccc(OC)c(C2C3C(=O)CCCC3=Nc3ncnn32)c1 (stereo unspecified)	-5.4
Cc1ccsc1C(=O)NC1CCCc2nc(N3CCC(CO)CC3)ncc21 (stereo unspecified)	5.1
Cc1ccccc1-c1noc(CSc2nc3ccccc3[nH]2)n1	7.1
O=C(NCc1ccccc1)c1ccc2c(c1)N(Cc1ccccc1F)C(=O)c1ccccc1S2=O (stereo unspecified)	-5.3
COc1ccc(N(C)C(=O)Cn2cc(S(=O)(=O)N3CCN(c4ccccc4F)CC3)c3ccccc3c2=O)c(OC)c1	4.1
COc1ccc(CC2(CCC(=O)N3CCCC(C(=O)c4nccn4C)C3)CCC(=O)N2)c(F)c1 (stereo unspecified)	3.2
CCCN1CCN(CCCNC(=O)c2ccc3c(c2)sc2nc(-c4ccc(OC)cc4)cn23)CC1	-58.9
CCOC(=O)C1C(C)=NC(=S)NC1c1ccc(OC)c(COc2c(C)cccc2C)c1 (stereo unspecified)	-13.5
CC(C)C(=O)Nc1ccc2c(c1)OCO2	0.6
CC(C)Cc1nn2c(=O)cc(COC(=O)c3cccc(NC(=O)c4ccccc4)c3)nc2s1	-2.8
CC(=O)Nc1nc(-c2ccccc2)ns1	18.5
COc1ccc(-n2cccn2)c(CN2CCCC2c2ccc(C(N)=O)s2)c1 (stereo unspecified)	7.7
COc1cc(-c2nc3ccccc3s2)cc2c1OCCN(Cc1ccc(C)o1)C2	-0.5
CC(Oc1ccccc1)C(=O)Nc1ccc(C(=O)OCc2cc(=O)n3nc(C4CC4)sc3n2)cc1 (stereo unspecified)	2.1
CC(C)OCCCNC(=O)CN1C(=O)c2cccnc2Sc2ccccc21	2.1
Cc1ccc2oc(C(=O)Nc3c(C(=O)Nc4cccc(Cl)c4)oc4ccccc34)cc(=O)c2c1	-6.3
CC(=O)N1c2ccccc2C(=O)C1N1CCN(c2ccc(F)cc2)CC1 (stereo unspecified)	5.9
CCOC(=O)c1c(-c2ccccc2)oc2ccc(OCc3ccc(C)cc3)cc12	2.6
O=S(=O)(NC1CCCCC1)c1ccc(-c2ccc(-n3cnnn3)cc2)cc1	-2.6
CCNc1ccc(-c2nc(-c3ccco3)no2)cc1[N+](=O)[O-]	6.7
Nc1nc(NCc2ccccc2)sc1C(=O)C12CC3CC(CC(C3)C1)C2	-4.3
COC(=O)c1c(OCCCc2ccccc2)cc(=O)n2c1CCN(C(=O)c1cc(C)oc1C)CC2	4.6
c1ccc(-c2nnc3c4c5c(sc4ncn23)CCCC5)cc1	3.2
NC(=O)NS(=O)(=O)c1ccc(NC(=O)CN2C(=O)/C(=C\c3ccccc3)SC2=S)cc1	-6.0
CSc1cnc2c(=O)n(C)c(=O)[nH]c2n1	6.8
Brc1ccc(-c2noc(-c3ccccc3)n2)o1	3.1
COc1ccc(S(=O)(=O)NCCCN)cc1	4.7
Cc1cccc(NC(=O)C2CCCCC2C(=O)O)c1C (stereo unspecified)	-0.6
CCCCN(Cc1ccccc1)C(=O)CCC1(Cc2ccc(SC)cc2)CCC(=O)N1 (stereo unspecified)	4.4
COc1cc(CNC2CCCC2)cc(Cl)c1OC	0.2

Additional records.
SMILES	ROC1-CUL1 inh
CSc1ccc(CC2(CCC(=O)N3CCCC(COc4ccccc4F)C3)CCC(=O)N2)cc1 (stereo unspecified)	-1.9
COc1ccc(/C=C/C(=O)CCN2CCN(Cc3ccccc3)CC2)cc1	12.7
CC(C)Oc1cccc(C2CC(=O)Nc3cc4c(cc32)OCO4)c1 (stereo unspecified)	-2.9
COc1ccc(NCN2C(=O)c3ccccc3C2=O)cn1	1.2
CCNC(=S)N/N=C\c1ccc(-c2ccc(C(=O)O)c(Cl)c2)o1	3.8
COc1ccc(OCc2cc(C(=O)N3CCCC(O)C3)n[nH]2)c(Cl)c1 (stereo unspecified)	-8.7
COc1ccc(/C=N/NC(=O)CCc2c[nH]c3ccccc23)cc1OC	9.1
O=C(CSc1nnc(-c2cccc([N+](=O)[O-])c2)n1-c1ccccc1)Nc1ccc(Cl)cc1	-5.2
Cc1nc2cc(NC(=O)c3ccccc3Br)ccc2n1-c1ccccc1	5.1
O=C1C(=C2SC3=C(SCCS3)S2)C(=O)c2c(F)cccc21	7.8
O=C(C1=NN(c2ccc(Cl)cc2)C2(SCC(=O)N2c2ccccc2)S1)c1cccs1 (stereo unspecified)	-6.8
CC(C)CCNC(=O)CN1C(=O)CCn2nc(-c3cn(C)c4ccccc34)cc21	5.9
COc1ccc(CN2CCNC(=O)C2CC(=O)NCCc2cscn2)cc1OC (stereo unspecified)	7.2
Cn1c(=O)c2[nH]c(N3CCN(Cc4ccccc4Cl)CC3)nc2n(C)c1=O	8.5
O=C(c1cc2nc(-c3ccc(Cl)c(Cl)c3)cc(C(F)(F)F)n2n1)N1CCN(c2ccccc2)CC1	8.8
COc1ccccc1CNS(=O)(=O)c1cc2c3c(c1)CCN3C(=O)CC2	3.2
Cc1ccc2nc(NC(=O)CSc3nnc(C)o3)sc2c1	2.1
Cc1cccc(NC(=O)Cn2cc(C(=O)c3ccco3)c3ccccc32)c1C	0.0
COc1cc(C(C[N+](=O)[O-])c2c(-c3ccccc3)n(O)c3ccccc23)cc(OC)c1OC (stereo unspecified)	3.3
O=C(c1cnc2c(c1)COc1ccc(Cl)cc1-2)c1ccccc1O	2.7&-10.7

Some of the entries so far, as labelled records:
> CC(C)CCNC(=O)CN1C(=O)CCn2nc(-c3cn(C)c4ccccc34)cc21
  ROC1-CUL1 inh = 5.9

> COc1ccc(CN2CCNC(=O)C2CC(=O)NCCc2cscn2)cc1OC (stereo unspecified)
  ROC1-CUL1 inh = 7.2

Next results:
SMILES	ROC1-CUL1 inh
CC(C)c1ccc(-c2cc(C(F)(F)F)n3nc(C(=O)N4N=C(c5ccccc5)CC4c4ccccc4O)cc3n2)cc1 (stereo unspecified)	2.8
O=S1(=O)NCN(C2CCCCC2)c2ccncc21	6.1
Cc1cc2c(c(=O)n1Cc1cccnc1)C(c1cc3c(cc1Br)OCO3)C(C#N)C(=N)O2 (stereo unspecified)	9.7
CCc1cc(=O)oc2c(CN(C)C)c(O)c(Cl)cc12	-4.4
C[n+]1oc(-c2ccccc2)cc1-c1ccccc1	-15.2
CCc1ccc(OCC(=O)NC(=S)Nc2cccc(-c3nc4ccccc4s3)c2C)cc1	-11.4
Cc1cc(CN2CCCC2c2ccc(C(=O)N3CCC(F)CC3)s2)n[nH]1 (stereo unspecified)	3.4
Cc1ccc(-c2noc(-c3nnn(CC(=O)Nc4cc(Cl)ccc4C)c3N)n2)cc1	-6.7
C=CCSc1nc(Nc2ccc(F)cc2)c2cnc(N3CCN(C)CC3)nc2n1	7.8
CC(C)NS(=O)(=O)c1ccc(OCC(=O)NC(C)(C)C)cc1	-5.1
C=C(C)CSc1nc2sc3c(c2c(=O)n1Cc1ccccc1)CCCC3	3.5
CC(=O)N1CCc2c(sc3c2c(=O)n(CCc2ccccc2)c(=O)n3CC(=O)Nc2ccccc2F)C1	-7.9
O=C(N=Nc1c(O)[nH]c2ccccc12)c1cc(-c2ccc(Cl)cc2Cl)n[nH]1	-2.6
Cc1cccn2c(CN3CCN(c4ccccc4)CC3)c(C(=O)N3CCCCC3)nc12	7.8
COc1ccc(CNC(=O)CCC2CCCN(CC3CCCCC3)C2)c(OC)c1 (stereo unspecified)	-1.9
COC1(OC)C(C=Cc2ccc(Cl)cc2)C(C#N)(C#N)C1(OC)OC (stereo unspecified)	14.4
CCC1CCC2C(=O)c3ccccc3N=C2O1 (stereo unspecified)	-2.9
Cc1ccc(C2CC(=O)N=C(SCC(=O)Nc3ccc(Cl)c(C(F)(F)F)c3)C2C#N)cc1 (stereo unspecified)	0.8
Cc1cccc(NC(=O)C2=CC3C(=O)CC(c4ccccc4)CC3=NC2=O)c1 (stereo unspecified)	-5.1
Cc1cccc(-c2nc3c(c(SCC(=O)N4CCOCC4)n2)CCCC3)c1	-0.4

2 entries from above, bar-delimited.
molecule | ROC1-CUL1 inh
C=C(C)CSc1nc2sc3c(c2c(=O)n1Cc1ccccc1)CCCC3 | 3.5
C=CCSc1nc(Nc2ccc(F)cc2)c2cnc(N3CCN(C)CC3)nc2n1 | 7.8

Looked up above.
C=C(C)CSc1nc2sc3c(c2c(=O)n1Cc1ccccc1)CCCC3 in ROC1-CUL1 inh has 3.5
CCc1cc(=O)oc2c(CN(C)C)c(O)c(Cl)cc12 in ROC1-CUL1 inh has -4.4
COc1ccc(CNC(=O)CCC2CCCN(CC3CCCCC3)C2)c(OC)c1 (stereo unspecified) in ROC1-CUL1 inh has -1.9

Next compounds:
SMILES	ROC1-CUL1 inh
Cc1c(C)n(C(=O)CSc2nnc(-c3ccccc3)o2)c2ccccc12	6.6
Cc1cc(C)cc(OC(C)C(=O)OC(=O)O)c1 (stereo unspecified)	-3.3
COCCNC(=O)c1cc(C)on1	2.1
COc1cccc(NC(=O)Cn2c(=O)n(CCC(=O)NCc3ccccc3OC)c(=O)c3ccccc32)c1	-4.2
CCc1cccc2c(SCC(=O)Nc3cccc(C(F)(F)F)c3)nc(-c3ccccc3)nc12	-1.0
CCOC(=O)c1[nH]c(C)c(CCC(=O)Nc2cc(Cl)ccc2C)c1C	-9.9
O=c1cc(C(F)(F)C(F)(F)C(F)(F)C(F)(F)F)nc(-c2ccccc2)[nH]1	5.1
N=C1OC2=C(C(=O)CCC2)C(c2ccc(F)cc2)C1[N+](=O)[O-] (stereo unspecified)	7.8
O=S(=O)(c1ccc(-c2csc(=Nc3ccc(F)cc3)n2CCCCCCO)cc1)N1CCCC1	5.4
COc1c(S(=O)(=O)N2CCN(c3cc(C)ccc3C)CC2)ccc(Cl)c1Cl	2.3
COc1cc(NC(=O)CN(c2ccc(C)cc2)S(=O)(=O)c2cccc3nonc23)cc(OC)c1	-10.0
Cc1nnc(SCC(=O)Nc2ccccc2C(F)(F)F)n1-c1ccccc1	-7.7
Cc1ccc2nc(-c3ccc(NC(=O)C4CCC4)cc3)sc2c1	6.7
CCOC(=O)C1=C(C)N=c2s/c(=C\c3cc(C)n(-c4ccc(C(=O)O)cc4)c3C)c(=O)n2C1c1cc(OC)ccc1OC (stereo unspecified)	-6.0
O=C1c2oc3ccccc3c(=O)c2C(c2cccc(O)c2)N1Cc1ccc(F)cc1 (stereo unspecified)	1.9
Cc1cc(-n2ccnc2)nc2ccccc12	5.8
CN(C)S(=O)(=O)Nc1ccc(-c2cn3ccsc3n2)cc1	-3.8
Cc1cccc(OCCCOc2c(Cl)cc(Cl)cc2/C=C2\C(=O)NN(c3ccccc3)C2=O)c1	7.1
COc1ccc(CC2=NC(=O)N(CC(=O)Nc3ccc(C)cc3)C2=O)cc1Br	0.5
c1cnn(-c2nc(N3CCOCC3)nc(N3CCOCC3)n2)c1	-2.9
Cc1ccc(CSc2nnc3c(n2)OC(c2ccccc2)Nc2ccccc2-3)cc1 (stereo unspecified)	4.3
C=CCn1nnc(NC(=O)c2ccc(-c3ccccc3)cc2)n1	8.6

Reprinted at random: three entries already listed
SMILES	ROC1-CUL1 inh
C=CCc1cccc(/C=N/NC(=O)CSc2nc3ccccc3n2C)c1O	-1.9
C[n+]1oc(-c2ccccc2)cc1-c1ccccc1	-15.2
Cc1ccc(-c2noc(-c3nnn(CC(=O)Nc4cc(Cl)ccc4C)c3N)n2)cc1	-6.7

A portion of the library; count on the stated rates, not on these rows.
